Screening data: PubChem BioAssay, Broad Institute
LGR2 inh = inhibitors of bursicon-induced Drosophila LGR2 receptor cAMP signaling. HEK293 LGR2, CRE-luciferase, bursicon-stimulated, 4 h. hit rate 0.35% among 380,000. AID 720647. inhibition, % at 9.99 µM;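 active = drop in luminescence signal, shown as inhibition above about 50% in the replicate tests, limit read from the data, passing the limit was not always enough; inconclusive = probably only some replicates passing the limit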;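 also: agonist challenge used bursicon conditioned medium at about half maximal strength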
EWS-Fli block = blocks EWS/Fli oncoprotein-driven transcription; A673 NR0B1-luciferase reporter, viability-normalised; inhibition, % at 12.6 µM; hit rate 0.67% among 350,000; AID 651661;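 active = mean inhibition of at least 50% after viability correction, with every replicate also passing that limit; inconclusive = mean reaches 50% but only one of two replicates passes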;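 also: firefly luciferase signal divided by Alamar Blue viability fluorescence both relative to DMSO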
Casp6 inh = caspase-6 (human) enzyme inhibition; P55212; purified caspase-6, Z-VEID-R110 cleavage fluorescence; inhibition, % at 12.5 µM; hit rate 0.53% among 350,000; AID 686996;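 active = mean inhibition across replicates at least about 35%, with every replicate also reaching that limit, limit read from the data; inconclusive = only one of the two criteria met; inactive = neither criterion met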;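 also: 0% = median of neutral control wells and 100% = no fluorescence left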
Target sequence (P55212 24-179 limits assumed): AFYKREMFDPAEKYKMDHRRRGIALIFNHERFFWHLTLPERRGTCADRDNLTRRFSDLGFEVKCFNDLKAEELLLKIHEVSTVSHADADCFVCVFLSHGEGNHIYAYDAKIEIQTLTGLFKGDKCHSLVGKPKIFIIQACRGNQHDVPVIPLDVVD
Target sequence (P55212 194-293 limits assumed): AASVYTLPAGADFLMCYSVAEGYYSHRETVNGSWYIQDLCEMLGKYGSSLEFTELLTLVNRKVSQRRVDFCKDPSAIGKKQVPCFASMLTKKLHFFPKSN
ARNT TACC3 PPI = disruptors of human ARNT/TACC3 interaction. Q9Y6A5. AlphaScreen His-ARNT PAS-B/GST-TACC3 binding, luminescence; TACC3 fragment carries E629A point mutation. inhibition, % at 9.99 µM. hit rate 0.66% among 390,000;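 active = mean inhibition of replicates at least 50% and at least half of replicates each reaching 50%; inconclusive = half or more replicates reach 50% but mean below 50%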;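 also: 0% = complete ARNT plus TACC3 wells and 100% = ARNT alone without TACC3; many hits fall short of the cut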
SIRT5 block = inhibitors of human sirtuin-5 desuccinylase; Q9NXA8; Purified SirT5, succinyl-peptide AMC, trypsin-coupled fluorescence; inhibition, % at 15 µM; hit rate 1.1% among 330,000; AID 652115; in the data active = inhibition above about 15%; inconclusive = no clear call, values can overlap the other calls
Target sequence (Q9NXA8 whole entry, looked up): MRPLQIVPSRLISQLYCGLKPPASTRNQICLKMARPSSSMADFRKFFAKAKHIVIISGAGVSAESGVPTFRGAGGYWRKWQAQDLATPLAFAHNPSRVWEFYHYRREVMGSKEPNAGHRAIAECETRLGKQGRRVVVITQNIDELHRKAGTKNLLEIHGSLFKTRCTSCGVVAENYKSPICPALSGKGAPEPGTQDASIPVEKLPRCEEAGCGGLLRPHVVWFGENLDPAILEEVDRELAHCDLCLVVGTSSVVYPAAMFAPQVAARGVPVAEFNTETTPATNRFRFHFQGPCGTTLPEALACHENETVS
PAX8 inh HTS = inhibitors of PAX8 transcriptional activity in RMG-I cells | RMG-I TPO-luciferase reporter, SteadyGlo, 24 h | inhibition, % at 12.6 µM | hit rate 1.2% among 360,000 | AID 652154;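 active = mean replicate inhibition at least 60% with every replicate also reaching 60%; inconclusive = only one of the two criteria is met; inactive = mean below 60% and not all replicates reaching 60%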;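 also: luciferase light reporting Pax8 driven TPO promoter activity; plate controls were median of neutral control wells for no effect and mitoxantrone controls for full effect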
DENV2 CPE rescue = DENV2-induced cell death inhibition; DENV2-infected cells, cytopathic effect rescue, plate reader; CPE inhibition, % at 9.99 µM; hit rate 1.7% among 350,000; AID 651640; in the data active = CPE inhibition above about 20%, passing the limit was not always enough; inconclusive = no clear call, values can overlap the other calls; tested in BHK-21 cells;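 also: 0% = median of neutral control wells and 100% = median of positive control wells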
Numbers without * were called inactive; u = inconclusive; x = not tested or not shown; & = joins results of further samples.

SMILES,LGR2 inh,EWS-Fli block,Casp6 inh,ARNT TACC3 PPI,SIRT5 block,PAX8 inh HTS,DENV2 CPE rescue
O=C(Nc1ccc2c(c1)[C@H]1C[C@@H](CC(=O)N3CCCCC3)O[C@H](CO)[C@H]1O2)C1CCOCC1,9,-3,-1,-4,1,-3,u
O=C(NCCCN1CCOCC1)C(=O)N/N=C/c1ccc(F)cc1,2,-5,1,-6,-2,19,2
Cc1onc(-c2ccccc2)c1C(=O)OCC(=O)c1ccc(F)cc1,12,3,-141,x,-1,0,1
COc1cc2c(cc1OC)-c1cc(Nc3ccccc3)nc(=O)n1CC2,x,-20,-4,26,0,3,3
CC(C)C(=O)NC(CC(=O)O)c1ccccc1 (stereo not given),15,-3,-2,-9,-1,-22,3
Cc1ccc(S(=O)(=O)N(CC(=O)NCc2ccco2)c2ccccc2C)cc1,-1,-4,-2,1,-1,8,-8
O=[N+]([O-])c1cc(C(F)(F)F)cc([N+](=O)[O-])c1NCCCNc1ccc([N+](=O)[O-])c2cccnc12,17,x,x,2,x,8,x
CCOC(=O)c1c(/N=C/c2ccc(C)cc2O)sc2c1CCC2,2,2,-3,-8,-4,-7,0
CCNc1nc(Oc2ccc(F)cc2)cc(C(F)(F)F)n1,-24,0,-2,-1,-4,-1,x
C=CCn1c(O)c(N=Nc2nc3ccccc3c(=O)n2-c2ccccc2)c2ccccc21,-7,x,x,-4,x,2,x
COc1cccc(CN2C[C@@H]3N[C@H](C2)C3c2ccc(-c3cccc(C#N)c3)cc2)c1 (stereo not given in full),-13&15,-4&-1,1&0,x,-3&-2,27&5,3&1
C=CC(=O)Nc1ccc(N(C)c2ccnc(Nc3ccc(N4CCN(C)CC4)cc3)n2)cc1,22,-3,-72,11,-5,u,-4
O=C(c1[nH]c(C(F)(F)F)nc1-c1ccccc1)N1CCN(C/C=C/c2ccccc2)CC1,26,5,-3,x,-5,-1,-1
COc1ccc(-c2cc(C)no2)cc1S(=O)(=O)N1CC(=O)Nc2ccccc21,1,-4,12,-7,-3,11,2
O=S(=O)(c1ccc2c(c1)OCCO2)N1CCN(S(=O)(=O)c2ccccn2)CC1,x,-2,-1,0,x,-34,-4
O=C(Cc1cc(=O)[nH][nH]1)N/N=C/c1cccc(Cl)c1Cl,11&2,3&4,5&2,1&-2,0&-1,-6&1,-8&0
Cc1cc(NC(=O)c2cc3cc([N+](=O)[O-])ccc3s2)no1,x,-6,-4,x,-1,-85,1
CCOc1[nH]n(-c2ccccc2)c(=O)c1C=Nc1ccc(C)cc1,-2,-8,1,-11,18*,5,-2
CCOc1ccc(/C=C/C(=O)OCC(=O)NCCc2ccc(OCC)c(OCC)c2)cc1OC,3,-6,1,-6,0,-14,3
CCCCC1=NN(C(=O)c2cccnc2)C(O)(C(F)(F)F)C1 (stereo not given),-13,4,-5,x,-5,25,-3
O=C(C[C@@H]1C[C@H]2c3cc(NC(=O)CC4CC4)ccc3O[C@H]2[C@H](CO)O1)NCc1ccccc1F,1,56*,0,-7,-6,x,-5
COc1ccccc1NC(=O)C(C)OC(=O)Cn1cnc2c1c(=O)n(C)c(=O)n2C (stereo not given),4,0,2,3,3,-2,6
C[C@@H]1CCCCO[C@@H](CN(C)C(=O)CCCN(C)C)[C@H](C)CN([C@@H](C)CO)C(=O)c2cc(NC(=O)C3CCCCC3)ccc2O1,6,-4,-3,-6,0,x,5
OCC[C@@H]1C[C@@H](O)[C@H](O)[C@@]2(CCc3ccccc3O2)O1,5,-7,x,1,x,4,-5
S=C(NC1CCCCC1)N1CCN(C/C=C/c2ccccc2)CC1,39,x,x,7,x,16,x
CCC(=O)Nc1ccc(C(=O)CSc2nnc(-c3ccc(NS(=O)(=O)CC)cc3)o2)cc1OC,-3,-8,2,-9,-3,-13,-1
CCOC(=O)C1CCN(C(=O)CN2C(=O)c3cccnc3Oc3ccccc32)CC1,3,x,-1,-2,-2,17,-3
CCCCNC(=S)Nc1ccc(C(F)(F)F)cc1,-34,-14,0,-1,-3,-28,-3
C[C@@H]1CN([C@@H](C)CO)C(=O)c2cc(-c3ccncc3)cnc2O[C@@H]1CN(C)C(=O)c1ccccc1F,-11,-4,0,-4,4,-2,-7
CCOc1ccc(NC(=O)C(Cc2ccccc2)N2C(=O)c3cccc4cccc(c34)C2=O)cc1 (stereo not given),-8,29,1,0,-4,27,-2
COCCNC(=O)C[C@H]1C[C@@H]2c3cc(NC(=O)CC4CC4)ccc3O[C@@H]2[C@H](CO)O1,-17,10,-2,-6,1,-31,1
O=C(COC(=O)c1c[nH]c2ccccc12)NC1CCCCC1,-34,-11,4,3,-8,2,-5
Cc1ccc(C(=O)c2ccccc2C(=O)OCC(=O)NC(C)(C)C)cc1,4,-2,-5,5,3,-18,-4
COc1ccc2ncc(OC(C)=O)cc2c1,-12,-4,-2,-1,-4,-31,6
COC(=O)C(CC#Cc1ccc2c(c1)[C@]1(C(=O)N2)[C@H](c2ccc(O)cc2)N2[C@H](c3ccccc3)[C@H](c3ccccc3)OC(=O)[C@H]2[C@@H]1C(=O)NC[C@H](O)c1ccccc1)C(=O)OC,x,-5,-1,12,5,-25,1
CCOC(=O)NNC(=O)NCCCCCCNC(=O)NNC(=O)OCC,x,-8,1,-1,-3,6,0
Cc1ccc2cc(C(c3nnnn3C3CCCC3)N(Cc3ccccc3)Cc3ccco3)c(=O)[nH]c2c1 (stereo not given),-7,12,-2,3,-2,x,x
COc1ncnc2c1ncn2CCCNCCCN1CCCC1=O,-19,2,-2,x,8,72*,-5
COC(=O)c1cc(N=CC2=C(O)CC(C)(C)CC2=O)cc(C(=O)OC)c1,6,8,0,-8,-1,7,-1
Cc1ccccc1C(=O)N/N=C1/SCC(=O)N1Cc1ccc2c(c1)OCO2,12,-1,7,-24,-2,13,1
COc1ccc(S(=O)(=O)N(C)C[C@@H]2OCCCC[C@H](C)Oc3ccc(NS(=O)(=O)c4ccc(F)cc4)cc3C(=O)N([C@H](C)CO)C[C@@H]2C)cc1,20,22,-2,3,9,48,0
Cc1ccc(S(=O)(=O)NCCC(=O)N2CCCCCC2)cc1,6,1,-5,-4,-10,-8,0
O=C(Cc1ccncc1)NCC[C@@H]1CC[C@@H](NC(=O)C2CCOCC2)[C@H](CO)O1,-9,6,-1,-6,-5,-15,u
COCC(=O)N1[C@H](CO)[C@@H](c2ccccc2)[C@H]1CNC(=O)c1ccccn1,-9,-17,8,2,7,2,4
CCCC1=[N+](CC(=O)c2ccccc2)CCn2cccc21,3,x,x,-4,x,10,x
CC(=O)Cn1cnc2c(cnn2-c2ccccc2)c1=O,1,-20,1,-2,12,-7,-2
C[C@H](CO)N1C[C@H](C)[C@@H](CN(C)Cc2ccc(Cl)c(Cl)c2)Oc2ccc(NC(=O)C3CC3)cc2CC1=O,7,x,0,24,9,28,2
COc1ccc(CC(=O)Oc2ccc(C)cc2Br)cc1S(=O)(=O)N1CCOCC1,-7,4,0,1,-1,0,-3
CCOCCCNC(=O)CN1C(=O)CSc2ccccc21,7,-6,1,-4,-1,-1,-11
CCOC(=O)CCCCCC(=O)Nc1ccc2c(c1)C(=O)N([C@@H](C)CO)C[C@H](C)[C@H](CN(C)C(=O)Nc1ccc(F)cc1)OCCCC[C@H](C)O2,-6,3,-1,x,3,-11,2
COCC(=O)Nc1ccc2c(c1)C(=O)N(C)[C@@H]1CC[C@@H](CC(=O)NCc3ccccc3Cl)O[C@H]1CO2,-3,9,x,1,x,-5,0
O=C(O)c1ccc(S(=O)(=O)NCC2CCCCC2)cc1,2,-4,1,-3,-3,-4,-5
COC(=O)C1CC(O)CN1C(=O)NC1CCCCC1 (stereo not given),3,6,0,x,-2,16,10
C#CCN(C[C@H]1[C@H](OC(=O)NCc2ccco2)[C@H](OC(=O)NCc2ccco2)C[C@@H](C(=O)OC)[C@H]1C(=O)OC)S(=O)(=O)c1ccc(C)cc1,18,7,2,x,-1,12,8
COc1ccc(NC(=O)CN(C)CC(=O)NC2CCC(C)CC2)cc1 (stereo not given),-6,-3,3,-4,0,2,-2
CO[C@H]1CN(C)C(=O)c2ccc(NC(=O)Cc3ccccc3)cc2OC[C@H](C)N(C)C[C@H]1C,-10,5,1,-2,-3,-11,9
CC(C)(C)c1ccc(-c2c(C(=O)O)c(C(=O)O)c3n2CSC3)cc1,-24,-6,29,-1,3,-34,10
COc1ccccc1[C@@H]1C(c2ccc(F)cc2)=NN(c2ccccc2)[C@H]1C(=O)N1CCOC1=O,1,-1,4,-4,x,-1,-11
COc1ccc2nc(Nc3ccccc3OC)sc2c1,-37,-11,0,4,-2,-59,-1
Cc1ccc(S(=O)(=O)N(C)C[C@H]2Oc3ccc(NC(=O)C4CC4)cc3C(=O)N([C@H](C)CO)C[C@H]2C)cc1,9,9,x,x,x,-3,16

Continuation:
SMILES,LGR2 inh,EWS-Fli block,Casp6 inh,ARNT TACC3 PPI,SIRT5 block,PAX8 inh HTS,DENV2 CPE rescue
C=CCSc1nc2c(C(=O)OCC)nnn2c2ccccc12,-15,-17,-6,-2,0,-5,12
CCCN1C[C@@H](C)[C@H](OC)CN(C)C(=O)c2cc(NC(=O)c3ccc(F)cc3)ccc2OC[C@@H]1C,-11,-4,2,-4,4,x,-12
O=C1N(Cc2cccc(Cl)c2)C[C@@H]2C[C@@H](c3ccsc3)N3CCC[C@@]123,-27,-5,6,x,-1,19,9
O=C(CCN1CCCCC1)N[C@H]1CC[C@@H](CCNS(=O)(=O)c2ccccc2)O[C@@H]1CO,1,-6,x,x,2,0,14
C[C@@H]1CN([C@@H](C)CO)S(=O)(=O)c2ccc(C#CCN(C)C)cc2O[C@H]1CN(C)Cc1ccc(F)cc1,-11,16,-4,2,4,x,-5
C/C(=N/NC(=O)CC(=O)N/N=C(\C)c1ccc([N+](=O)[O-])cc1)c1ccc([N+](=O)[O-])cc1,x,6,-5,-4,0,-10,-2
CC1CCc2c(sc(Nc3nc4c(F)cccc4s3)c2C(N)=O)C1 (stereo not given),-16,x,x,-4,x,17,x
CCOC(=O)C(C)Sc1nc(-c2ccccn2)ncc1OC (stereo not given),-12,2,-1,60*,-3,9,5
CN(C)CC(=O)Nc1ccc2c(c1)[C@@H]1C[C@H](CC(=O)NCc3cccc(F)c3)O[C@H](CO)[C@@H]1O2,-17,4,0,0,-2,4,-6
CC[C@@H]1CC2=C(C(=O)OC(C)(C)O2)[C@H](c2ccc(F)cc2)O1,-19,5,2,x,-1,-26,-11
Cc1nc(C(=O)N2CCOCC2)sc1C1(C)CC(c2ccccc2)=NO1 (stereo not given),2,-14,1,0,x,-16,-1
CCCC#Cc1ccc2c(c1)O[C@@H](CN(C)C(=O)c1cccnc1)[C@H](C)CN([C@H](C)CO)S2(=O)=O,4,3,1,-5,-1,x,0
O=C(Nc1cccs1)N1CCN(c2ncccn2)CC1,3,-1,3,3,-1,1,5
CC1CCc2nc3sc4c(c3c(N)c2C1)CCCC4 (stereo not given),-76,x,x,0,x,-146,x
Cc1noc(C)c1NC(=O)N[C@@H]1CC[C@@H](CC(=O)NCCCN(C)C)O[C@@H]1CO,0,-4,-10,9,1,7,-4
CN1CCN(C(=O)C[C@H]2C[C@@H]3c4cc(NC(=O)C5CCC5)ccc4O[C@@H]3[C@H](CO)O2)CC1,5,-2,1,-5,1,-4,0
COCC#Cc1ccc2c(c1)O[C@H](CN(C)C(=O)C1CCCCC1)[C@@H](C)CN([C@H](C)CO)S2(=O)=O,-3,8,3,-1,-2,4,u
CN(Cc1cccs1)C(=O)c1cccc(S(=O)(=O)N2CCCCCC2)c1,-17,1,3,x,-1,-1,9
CCSc1nnc(NC(=O)CCC2CCCCC2)s1,-11,-14,0,1,-6,-3,0
